TcdB inh: TcdB glycohydrolase inhibitors, primary screen, biochemical, single point, plate reader. hit rate 0.24% among 350,000. inhibition, % at 9.99 µM. Toxin B (Clostridioides difficile), P18177. AID 652162, 2013. TcdB glycohydrolase enzymatic assay; in the data active = inhibition above about 10%
Anthrax LF inh2: Bacillus anthracis LF protease inhibitors, primary screen, biochemical, multiplex microsphere, MLPCN library; Lethal factor (Bacillus anthracis), P15917; multiplex microsphere protease cleavage assay; inhibition, % at 10 µM; hit rate 0.12% among 360,000; note: plate controls were buffer without enzyme for full effect and enzyme alone for no effect
PriA SSB inh: inhibitors of Klebsiella pneumoniae PriA binding to SSB C-terminal tail, primary screen, biochemical, AlphaScreen; PriA–SSB C-terminal tail interaction (Klebsiella pneumoniae); AlphaScreen SSBct-PriA binding, biotinylated peptide; hit rate 0.6% among 430,000; inhibition, % at 33 µM; in the data active = inhibition mostly above about 37%, no sharp cut-off; inactive = mostly below about 20%;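 note: plate controls were negative control peptide for no effect and reference peptide for full effect; strong numbers were not always called active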
Vc quorum ag: inducers of Vibrio cholerae quorum light production without autoinducers, primary screen, BH1578 luxS cqsA deficient, single point; V. cholerae BH1578 lux reporter, luminescence, 6 h; activation, % at 18.7 µM; hit rate 0.16% among 350,000; in the data active = activation mostly above about 9.7%, no sharp cut-off; inconclusive = no clear call, values can overlap the other calls; inactive = mostly below about 3.7%; note: not every result past the cut was called active; inactives centre near 0; reference of the scale not given here
Yp Topo-I inh: Yersinia pestis topoisomerase I inhibitors, primary screen, biochemical, cleavage product accumulation, plate reader, single point. hit rate 0.064% among 360,000. activity, % at 10 µM. Y. pestis Topo-I cleavage product accumulation. AID 504884, 2011. DNA topoisomerase I (Yersinia pestis CO92); in the data active = activity above about 50%, passing the limit was not always enough; inconclusive = no clear call, values can overlap the other calls; note: inactives centre near 2
BoNT A protease: BoNT/A light chain protease inhibitors, primary screen, biochemical, flow cytometry, MLPCN library; hit rate 0.17% among 360,000; Botulinum neurotoxin type A light chain protease (Clostridium botulinum A str. ATCC 3502); multiplex microsphere protease substrate cleavage; inhibition, % at 10 µM; note: plate controls were buffer without enzyme for full effect and enzyme alone for no effect
3CLpro inhibitor: SARS-CoV 3CLpro protease inhibitors, primary screen, biochemical, quenched FRET; hit rate 0.14% among 290,000; inhibition, % at 6 µM; Replicase polyprotein 1ab (Severe acute respiratory syndrome coronavirus), P0C6X7; recombinant SARS-CoV 3CLpro, quenched FRET peptide cleavage; in the data active = inhibition above about 12%
PfHsp40 rescue: rescue of yeast from PfHsp40 toxicity, primary screen, S. cerevisiae, ATP luminescence; S. cerevisiae expressing PfHsp40, growth rescue; AID 504582, 2011; hit rate 0.68% among 340,000; growth rescue, % at 12.5 µM; in the data active = growth rescue above about 28%, passing the limit was not always enough; inconclusive = no clear call, values can overlap the other calls;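 note: yeast W303a lacking pdr1 and pdr3 grown in galactose medium; growth measured after three days at 30 °C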
PrPC TRFRET: inhibitors of human cell surface prion protein PrPC, primary screen, cell-based, TR-FRET. Major prion protein (Homo sapiens), P04156. TR-FRET read-out. inhibition, % at 13.8 µM. hit rate 0.43% among 370,000; in the data active = inhibition above about 24%; note: 0% = median of the test wells and 100% = reference compound wells
Numbers without * were called inactive; i = inactive; ? = inconclusive; nt = not tested or not shown; & = joins results of further samples. Cut-off read from the data, not from the text of the source, unless noted: active = inhibition above about 30%; inconclusive = no clear call, values can overlap the other calls; inactive = below that. Some of the compounds tested, so the mix of outcomes need not match the whole.

Order of values: TcdB inh	Anthrax LF inh2	PriA SSB inh	Vc quorum ag	Yp Topo-I inh	BoNT A protease	3CLpro inhibitor	PfHsp40 rescue	PrPC TRFRET
1) Cc1cc(S(=O)(=O)NCc2ccco2)c(C)cc1Cl
 : 1.7	4	-1	0.5	6	2.4	-4	-0.3	4
2) COc1ccccc1Nc1cc(C(=O)NC2CCCC2)c2ccccc2n1
 : 1.4	-2	-12	-0.1	4	0.0	1	-0.5	-4
3) O=C(CCc1ccccc1)Nc1cccc(-c2nnc(-c3ccco3)o2)c1
 : nt	-6	1	5.0	18	-0.5	1	0.1	-2
4) COc1ccccc1N1C(=O)NC(=O)C2(Cc3cc(C)ccc3N(C)C2)C1=O (stereo not drawn)
 : nt	5	-10	0.7	0	0.0	4	-0.2	8
5) CC(C)(C)c1ccc(C(=O)NNC(=O)C(=O)N2CCCCC2)cc1
 : nt	-2	-14	1.4	-8	0.9	5	-0.4	2
6) Cn1c(=O)c(C(=O)NNC(=O)c2ccc(Br)cc2)c(O)c2ccccc21
 : 0.9	0	-8	-0.3	-1	1.0	0	?	-4
7) CC(=O)Nc1ccc2nc(-c3ccncc3)[nH]c2c1
 : nt	6	-7	-5.3	-8	0.1	-1	-2.3	-4
8) COCCNc1nc(NCCCN(C)C)c2sccc2n1
 : 2.0	-3	nt	0.5	-4	-0.3	nt	nt	-7
9) COc1ccc(NC(=O)Cn2nc(C)c3ccccc3c2=O)cc1
 : -0.4	-20	-12	i	0	-4.0	3	-0.4	5
10) CC1=C(C(=O)OCCOC(C)C)C(c2cc3c(cc2Br)OCO3)C2=C(CCCC2=O)N1 (stereo not drawn)
 : nt	-2	-3	-8.3	18	-0.4	0	-0.3	2

Some of these compounds in order of formula weight, lowest first.
Order of values: TcdB inh	Anthrax LF inh2	PriA SSB inh	Vc quorum ag	Yp Topo-I inh	BoNT A protease	3CLpro inhibitor	PfHsp40 rescue	PrPC TRFRET
7) CC(=O)Nc1ccc2nc(-c3ccncc3)[nH]c2c1
 : nt	6	-7	-5.3	-8	0.1	-1	-2.3	-4
9) COc1ccc(NC(=O)Cn2nc(C)c3ccccc3c2=O)cc1
 : -0.4	-20	-12	i	0	-4.0	3	-0.4	5
5) CC(C)(C)c1ccc(C(=O)NNC(=O)C(=O)N2CCCCC2)cc1
 : nt	-2	-14	1.4	-8	0.9	5	-0.4	2
3) O=C(CCc1ccccc1)Nc1cccc(-c2nnc(-c3ccco3)o2)c1
 : nt	-6	1	5.0	18	-0.5	1	0.1	-2
2) COc1ccccc1Nc1cc(C(=O)NC2CCCC2)c2ccccc2n1
 : 1.4	-2	-12	-0.1	4	0.0	1	-0.5	-4
6) Cn1c(=O)c(C(=O)NNC(=O)c2ccc(Br)cc2)c(O)c2ccccc21
 : 0.9	0	-8	-0.3	-1	1.0	0	?	-4
10) CC1=C(C(=O)OCCOC(C)C)C(c2cc3c(cc2Br)OCO3)C2=C(CCCC2=O)N1 (stereo not drawn)
 : nt	-2	-3	-8.3	18	-0.4	0	-0.3	2

Other structures follow.
Order of values: TcdB inh	Anthrax LF inh2	PriA SSB inh	Vc quorum ag	Yp Topo-I inh	BoNT A protease	3CLpro inhibitor	PfHsp40 rescue	PrPC TRFRET
11) CCNCCNC(=O)c1c(O)c2cccc3c2n(c1=O)CCC3
 : nt	nt	2	-0.9	-11	nt	-4	-0.9	5
12) CSc1nc2ccc(NS(=O)(=O)c3cccc(Cl)c3Cl)cc2s1
 : -3.1	-4	-12	-4.1	9	0.8	6	?	3
13) CC(C)CCn1c(N)c(S(=O)(=O)c2cccs2)c2nc3ccccc3nc21
 : -0.1	2	35	i	-1	4.2	-3	2.7	7
14) COc1ccc(NS(=O)(=O)c2c(F)cccc2F)cc1S(=O)(=O)N1CCOCC1
 : 0.7	-2	0	-0.7	7	1.3	nt	-0.1	-4
15) Cc1cc(C)cc(NC(=O)N2CCN(S(C)(=O)=O)CC2)c1
 : 0.3	-9	-5	i	4	0.6	-7	-0.3	9
16) Cc1nc(-c2cccnc2)sc1C(=O)N/N=C/c1ccccc1Cl
 : 1.6	-6	i	1.3	-2	0.2	-4	-0.4	1
17) O=S(=O)(Nc1ccc(-c2ccc3nncn3n2)cc1)c1ccccc1F
 : 1.0	nt	-20&-1	0.8	6	nt	nt	-0.5	-12
18) CS(=O)(=O)N1CCN(C(=O)c2ccc(-c3ccccc3)cc2)CC1
 : nt	0	-12	0.6	0	-0.5	1	0.5	1
19) CCCCn1c(N)c(N(CCOC)C(=O)C2CCN(S(=O)(=O)c3ccc(C)c(C)c3)CC2)c(=O)[nH]c1=O
 : 1.9	2	-9	-5.0	12	1.9	nt	0.7	-3
20) Fc1ccc(Cn2nnnc2C(c2cccs2)N2CCN(C3CCCCC3)CC2)cc1 (stereo not drawn)
 : -0.3	-7	-3	-0.6	6	0.0	-2	-1.6	-7

(cont.)
Order of values: TcdB inh	Anthrax LF inh2	PriA SSB inh	Vc quorum ag	Yp Topo-I inh	BoNT A protease	3CLpro inhibitor	PfHsp40 rescue	PrPC TRFRET
21) Cc1ccccc1-n1nnnc1SCC(=O)Nc1ccc(N2CCN(C)CC2)cc1
 : -0.5	-2	-3	-0.3	-8	-1.4	0	0.6	-2
22) Cc1cccc(NC(=S)NCCSc2ccc(Cl)cc2)c1
 : 0.0	-2	-9	3.0	20	-1.1	11	0.0	7
23) CC(C)c1ccc(CC(C)C2C3=C(CCCC3=O)OC3=C2C(=O)CCC3)cc1 (stereo not drawn)
 : nt	-2	0	-0.4	1	-0.6	0	14	0
24) Cc1nnsc1SCCNC(=O)c1c(F)cccc1F
 : nt	1	-12	1.6	-9	0.1	-4	-1.5	1
25) COc1ccc(-c2cc(C(F)(F)F)n3ncc(C(=O)NCC4CCCO4)c3n2)cc1OC (stereo not drawn)
 : nt	7	-18	0.3	-3	1.4	-5	-1.0	-1
26) Cc1ccc(CNC(=O)[C@H]2C[C@@H]2[C@H](NP(=O)(c2ccccc2)c2ccccc2)c2ccccc2)o1
 : 0.1	7	3	-0.4	18	0.5	0	0.2	-3
27) C=CCNc1nc2c(c(=O)n(C)c(=O)n2C)n1CC(=C)C
 : 1.1	-7	-1	-0.4&4.3	-6	-0.7	nt	-0.2	-1
28) O=C(COC(=O)c1ccc(Br)cc1)NCCc1ccccc1
 : nt	-1	-14	-3.4	12	-0.8	0	0.2	5
29) COC(=O)CC1C(=O)NCCN1C(=O)Nc1ccccc1 (stereo not drawn)
 : nt	-11	-1	i	-5	-1.0	-3	0.9	0
30) COc1cc(F)ccc1-c1cc(C(=O)NCc2cc(C(F)(F)F)cc(C(F)(F)F)c2)[nH]n1
 : 0.7	2	nt	i	-6	0.4	nt	nt	0

New compounds follow.
Order of values: TcdB inh	Anthrax LF inh2	PriA SSB inh	Vc quorum ag	Yp Topo-I inh	BoNT A protease	3CLpro inhibitor	PfHsp40 rescue	PrPC TRFRET
31) COc1ccc(/C=C2/NC(=O)N(CC(=O)Nc3cccc(C)c3)C2=O)cc1O
 : 3.0	-1	-6	i	-8	0.1	-2	-0.9	-23
32) CCc1sc(C(=O)Nc2cc(S(=O)(=O)N3CCOCC3)ccc2OC)cc1C
 : -1.6	-9	-9	-3.1	13	0.2	nt	1.0	19
33) Cc1cccc(CNC(=O)c2sc(=O)n(Cc3c(C)cccc3C)c2C)c1
 : 1.3	-8	nt	i	41	-0.6	nt	nt	5
34) C=C(Cl)COC(=O)C1C2C=CC(C2)C1C(=O)O (stereo not drawn)
 : nt	2	-14	i	-1	0.7	-2	-0.7	-1
35) C=CCN(C(=O)c1cc(C)cc(C)c1)C1(C(=O)Nc2ccccc2)CCN(C(C)C)CC1
 : -0.3	0	-1	-0.9	-2	0.4	-5	1.5	0
36) COc1cc2c(cc1OC)[C@H]1C(=O)c3ccc4c(c3O[C@H]1CO2)C[C@@H](C(C)(C)O)O4
 : -0.3	-5	5	i	22	-0.3	nt	-1.1	3
37) COc1ccc(-c2c(-c3ccccc3)c(C(=O)C(=O)NCCCN(C)C)n3ccc4cc(OC)c(OC)cc4c23)cc1OC
 : 1.7	-14	70	-0.7	-7	0.0	0	-0.2	-2
38) O=C(OCc1nc2ccccc2s1)C1CCN(S(=O)(=O)c2cccs2)CC1
 : nt	-1	-28	-0.6	37	0.7	3	-0.7	3
39) COc1ccc(/C=C/C(=O)N(C)Cc2cccs2)cc1S(=O)(=O)N1CCOCC1
 : -0.5	3	1	-0.2	18	0.4	0	-1.2	-6
40) CCOC(=O)C1=CN(Cc2ccco2)S(=O)(=O)NC1c1ccc(F)c(Cl)c1 (stereo not drawn)
 : 2.2	-2	-15	i	-10	-0.3	nt	0.4	-4

Next section:
Order of values: TcdB inh	Anthrax LF inh2	PriA SSB inh	Vc quorum ag	Yp Topo-I inh	BoNT A protease	3CLpro inhibitor	PfHsp40 rescue	PrPC TRFRET
41) O=C(NCC1CCCO1)c1cc2ccccc2oc1=O (stereo not drawn)
 : -0.5	1	-1	-0.2	-3	0.4	-1	0.1	-4
42) COc1cc(OC)cc(-n2nnnc2SCC(=O)Nc2nc3c(s2)CCCC3)c1
 : nt	-1	-5	-0.1	14	0.1	-1	-0.4	5
43) Cc1cc(C(=O)OCC(=O)c2c(N)n(C)c(=O)n(C)c2=O)c(C)o1
 : nt	-3	9	-0.3	2	-0.1	-4	3.2	6
44) COc1ccc(Cc2c(-c3ccccc3)nc3c4ccccc4ccn23)c(C)c1
 : 0.2	-2	nt	nt	nt	1.0	nt	nt	4
45) O=C(O)c1ncc(Cl)c(Cl)c1Cl
 : 0.2&-8.2	-5&3	-2	-0.5&-0.5	-2&-2	-0.8&-0.4	0&-2	-0.4&0.4	1&8
46) Nc1nc2ccc(S(=O)(=O)c3ccc4nc(N)sc4c3)cc2s1
 : nt	-6	6	5.9	-6	-0.2	-1	13	-3
47) Cn1c(N)c(S(=O)(=O)N2CCN(Cc3ccccc3)CC2)c(=O)n(C)c1=O
 : 0.6	-2	-6	-0.2	9	-0.2	-2	-0.3	-3
48) CCN(c1ccccc1)S(=O)(=O)c1ccc(OCC(=O)Nc2cc(C)on2)cc1
 : nt	-7	-5	i	11	-0.1	5	0.3	-1
49) N=C1C(c2nc3ccccc3s2)=C(O)CN1C1CCCCC1
 : -0.2	1	9	-2.5	-1	0.4	2	0.8	8
50) CCCCCC(O)(CCCCC)C(=O)NNc1ccccc1
 : nt	-4	-28	0.6	2	-0.5	1	0.3	15

Further results.
Order of values: TcdB inh	Anthrax LF inh2	PriA SSB inh	Vc quorum ag	Yp Topo-I inh	BoNT A protease	3CLpro inhibitor	PfHsp40 rescue	PrPC TRFRET
51) CC(C)(C)OC(=O)NNC(=S)NC1CCCCC1
 : 0.5	0	-1	-0.5	2	0.2	1	1.8	1
52) COc1ccc(OC)c(NC(=O)c2ccc3c(c2)OCO3)c1
 : 0.1	-19	0	i	0	-0.2	-4	-1.7	-5
53) Cc1cccc(Nc2ncnc3c2cnn3Cc2ccccc2)c1
 : nt	2	-10	nt	7	-0.6	8	3.8	15
54) COc1ccccc1OCC(O)CN1CCN(C(=O)c2ccccc2)CC1 (stereo not drawn)
 : -0.2	20	-2	-0.3	5	-0.3	-1	-0.6	5

Assay outcomes deposited in PubChem by several laboratories.
